# Bioassay records deposited in PubChem by several laboratories.
# Hsp70 act – Hsp70 transcriptional activation, primary screen | HeLa Hsp70 promoter luciferase reporter, luminescence; scaled: vehicle 0, proteasome-inhibitor control 100% | activation, % at 10 µM | 200,000 compounds, 0.04% hits | AID 1203;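 active = activation above the mean across all tested compounds plus 3 SD, cutoff set per campaign, cut at about 5.5% in these data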;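 also: 100% = MG132 at 30 µM as the positive control and 0% = DMSO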
# APP 5UTR inh – APP translation inhibition; 190,000 compounds, 0.82% hits; SH-SY5Y APP 5'UTR-luciferase reporter, luminescence; inhibition, % at 2 µM;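 active = inhibition above a set limit, derived from the sample mean plus 3 SD, cut at about 45% in these data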; also: values of inactives mirror those of a sister screen read the other way
# STAT3 act – activators of IL-6 induced STAT3 signaling. 190,000 compounds, 0.91% hits. activation (% of control), % at 5.6 µM. AID 871. U3A cells, IL-6 STAT3-luciferase reporter, luminescence; 100% = signal with IL-6 EC80 alone;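 active = activation above the screen-wide mean of compound activation plus 3 SD, cut at about 130% in these data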;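 also: 0% = background luminescence of wells with medium and substrate only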
#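 Material: human U3A cells carrying STAT3-luciferase construct. Measured by: reporter luminescence signal. Timing: compound 1 h, then IL-6 6 h at 37 °C.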
# G6PDH CS – inhibits Leuconostoc G6PDH, flagging false hits in G6PDH-based assays; Purified L. mesenteroides G6PDH, diaphorase/resazurin coupled fluorescence, 45 min; 200,000 compounds, 0.12% hits; inhibition, % at 5 µM; in the data active = inhibition above about 50%
# STAT3 blocker – STAT3 signaling inhibition | 190,000 compounds, 0.89% hits | inhibition, % at 5.5 µM | AID 862 | U3A cells, IL-6 STAT3-luciferase reporter, luminescence; host cell line lacks STAT1;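 active = inhibition above the mean inhibition across all screened compounds plus 3 SD, cut at about 44% in these data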;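 also: 0% = DMSO only wells and 100% = 100 µM nifuroxazide control wells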
# Diaph act CS – activates diaphorase or chemically reduces, flagging diaphorase assay artifacts; Diaphorase/resazurin coupled assay, resorufin fluorescence, 16 min; active compounds read high; 1 = vehicle wells, 0 = NADH-free wells; activation factor at 20 µM; AID 1229; 190,000 compounds, 0.005% hits;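 active = diaphorase activity raised at least twofold by the compound at 20 µM; inactive = activation factor below 2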
#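 Material: Purified diaphorase enzyme from Clostridium kluyveri | Buffer or medium: 50 mM HEPES pH 7.4 with 4.542 mM MgCl2, 0.005% Tween 20 | Times: 16 min enzyme reaction, ambient temperature | Signal: Red resorufin fluorescence at 544/590 nm excitation/emission | Measure: Increased resorufin signal from activators or reducing compounds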
# TLR4-MyD88 BLA – blocks binding of human TLR4 to MyD88; AID 861; inhibition, % at 8.4 µM; 200,000 compounds, 0.18% hits; O00206+Q99836; HeLa CL3-4 TLR4/MyD88 BLA complementation, FRET ratio; in the data active = inhibition above about 25%;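 also: 0% = vehicle and 100% = reference inhibitor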
# Target sequence (O00206 whole entry, looked up): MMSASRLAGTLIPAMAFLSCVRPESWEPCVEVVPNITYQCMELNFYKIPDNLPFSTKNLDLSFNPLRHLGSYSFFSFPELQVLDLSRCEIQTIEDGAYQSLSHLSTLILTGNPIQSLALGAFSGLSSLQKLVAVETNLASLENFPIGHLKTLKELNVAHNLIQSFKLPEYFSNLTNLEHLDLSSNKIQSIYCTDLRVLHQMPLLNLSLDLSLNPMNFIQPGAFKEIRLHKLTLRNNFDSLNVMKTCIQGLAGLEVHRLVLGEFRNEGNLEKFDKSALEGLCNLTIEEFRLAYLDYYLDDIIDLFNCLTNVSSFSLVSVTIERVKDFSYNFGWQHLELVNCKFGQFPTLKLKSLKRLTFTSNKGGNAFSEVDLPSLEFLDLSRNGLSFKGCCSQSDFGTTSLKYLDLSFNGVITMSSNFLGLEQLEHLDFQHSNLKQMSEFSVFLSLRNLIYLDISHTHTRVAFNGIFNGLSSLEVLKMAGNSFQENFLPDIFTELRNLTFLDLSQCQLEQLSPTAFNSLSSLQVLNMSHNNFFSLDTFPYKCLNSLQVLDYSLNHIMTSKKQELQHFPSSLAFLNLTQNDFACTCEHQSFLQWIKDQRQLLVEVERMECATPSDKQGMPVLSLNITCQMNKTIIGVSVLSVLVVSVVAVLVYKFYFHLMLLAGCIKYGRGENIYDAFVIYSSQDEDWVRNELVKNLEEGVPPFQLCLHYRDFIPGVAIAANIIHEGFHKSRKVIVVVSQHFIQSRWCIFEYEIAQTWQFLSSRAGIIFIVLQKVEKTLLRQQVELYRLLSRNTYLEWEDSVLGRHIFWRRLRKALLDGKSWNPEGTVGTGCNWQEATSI
# Target sequence (Q99836 whole entry, looked up): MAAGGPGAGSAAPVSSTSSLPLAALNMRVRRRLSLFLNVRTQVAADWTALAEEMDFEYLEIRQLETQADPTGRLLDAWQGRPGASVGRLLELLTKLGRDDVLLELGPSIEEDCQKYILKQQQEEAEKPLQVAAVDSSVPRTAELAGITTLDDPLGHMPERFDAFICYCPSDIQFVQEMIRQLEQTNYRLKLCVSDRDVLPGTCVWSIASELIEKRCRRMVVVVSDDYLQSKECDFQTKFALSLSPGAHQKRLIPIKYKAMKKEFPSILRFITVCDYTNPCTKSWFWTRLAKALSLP
# STAT1 act – STAT1 signaling activation. NIH 3T3 STAT1-luciferase reporter, IFN-gamma, luminescence; 100% = IFN-gamma alone, no compound. activation (% of control), % at 5.5 µM. 200,000 compounds, 2.6% hits;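 active = activation above the screen-wide mean activation plus 3 SD, cut at about 130% in these data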;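 also: raw ratio to IFN-gamma control signal so 100% means no change and 0% no light; values of inactives mirror those of a sister screen read the other way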
# Diaphorase inh – diaphorase inhibition or chemical oxidation counter-screen | diaphorase resazurin-to-resorufin fluorescence, NADH, 16 min; bacterial (C. kluyveri) enzyme, not human | inhibition, % at 20 µM | 190,000 compounds, 0.69% hits | AID 1217;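 active = primary screen inhibition at 20 µM above a set limit, cut at about 50% in these data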;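 also: plate controls were DMSO with full reaction for no effect and wells lacking NADH for full effect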
#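 Test system: Clostridium kluyveri diaphorase enzyme / Quantity: diaphorase at 0.14 U/mL in enzyme working solution / Incubation: 16-min room-temperature incubation before reading / Benchmarks: NADH-free wells as positive control, DMSO-only neutral wells / Signal: resorufin fluorescence 544/590 nm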
# STAT1 inh – reduces IFN-gamma driven STAT1 reporter signal | NIH 3T3 STAT1-luciferase reporter, luminescence | inhibition, % at 5.5 µM | 200,000 compounds, 0.35% hits | AID 920;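 active = inhibition above a set limit, the mean inhibition across all tested compounds plus 3 SD, cut at about 34% in these data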;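 also: 0% = IFN-gamma with DMSO and 100% = IFN-gamma with 300 µM nifuroxazide; values of inactives mirror those of a sister screen read the other way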
# An asterisk follows results filed as active; · = no result given.
SMILES,Hsp70 act,APP 5UTR inh,STAT3 act,G6PDH CS,STAT3 blocker,Diaph act CS,TLR4-MyD88 BLA,STAT1 act,Diaphorase inh,STAT1 inh
CC(C)c1ccc(NC(=O)NC2CCCCC2)cc1,0.0,-139,116,11,-16,0.9,4,180*,9,-71
Cc1cccc(Cn2c(=O)n(CCCC(=O)NCc3ccco3)c(=O)c3ccccc32)c1,-0.6,-2,100,1,4,0.9,5,97,14,4
NC(=O)[C@@H]1CCNc2c(I)cc([N+](=O)[O-])cc2C(=O)N[C@@H](CCC(=O)O)C(=O)N[C@@H](CO)C(=O)N1,-0.3,-8,97,16,1,0.8,-8,102,22,-3
Oc1ccc(-c2[nH]ncc2-c2ccc(Cl)cc2)c(O)c1,-0.2,5,90,5,20,0.8,-4,98,18,2
COCCNC(=S)NN=C1CCCCCC1,-0.2,-32,97,0,5,1,9,90,4,10
Cc1cc(C)c2c(N)c(S(=O)(=O)Cc3ccccc3)sc2n1,0.0,-14,93,3,15,0.9,-6,96,9,5
COc1cc(NC(=O)COc2ccc(F)cc2)nc(OC)n1,-0.1,7,82,4,28,0.8,14,104,20,-4
Cc1cccc(-n2ncc3c(N4CC(C)CC(C)C4)ncnc32)c1 (configuration not stated),0.3,·,91,7,20,0.7,-14,133*,27,-37
Cc1ccc(-n2nc(C(=O)O)cc2-c2ccccc2)cc1,-0.3,-4,100,1,6,0.9,-5,100,10,0
O=C(O)c1cc(-c2ccccc2)on1,-0.2,3,95,-4,7,1,-3,91,2,10
CC1CCCN(C(=O)c2ccc3nc[nH]c3c2)C1 (configuration not stated),-0.4,-2,97,8,8,1.1,3,101,-6,-1
CC1(C)C2CCC1(CS(=O)(=O)N1CCCc3ccccc31)C(=O)C2 (configuration not stated),-0.1,-6,108,7,-6,0.9,13,110,11,-4
CCOC(=O)C1(Cc2cccc(OC)c2)CCN(C(C)COC)CC1 (configuration not stated),-0.4,3,108,18,-4,1,0,104,5,-7
COc1ccccc1N1CC(C(=O)OC(C)C(=O)N2CCCc3ccccc32)CC1=O (configuration not stated),-0.3,0,113,-1,-12,0.8,-13,95,16,6
CCCn1nc2cc(C(=O)NCc3ccccc3OC)ccc2c1OCC,-0.4,-12,97,0,10,0.9,-12,95,15,5
CCc1nc(N2CCOCC2)c(C#N)c2c1CCCC2,0.1,-1,106,-9,-4,0.9,-19,94,12,7
CCOC(=O)N1CCN(C(=O)C2CCN(S(=O)(=O)c3c(C)cc(C)cc3C)CC2)CC1,-0.5,-5,98,8,8,0.9,7,91,10,10
CC(OC(=O)COc1ccccc1[N+](=O)[O-])C(=O)Nc1ccc(N2CCOCC2)cc1 (configuration not stated),-0.3,-14,101,0,9,0.9,-12,95,8,3
Cc1cc(C)c2c(=O)c3c(oc2c1)C(=O)N(CCO)C3c1cccc(O)c1 (configuration not stated),-0.4,-4,85,12,25,0.9,-5,99,13,1
CCN(CC)S(=O)(=O)c1ccc(NC(=O)c2cc(C(=O)OC)cc([N+](=O)[O-])c2)cc1,-0.1,-13,99,34,3,0.8,-3,98,19,2
O=S(=O)(NCc1cccnc1)c1ccc2c(c1)OCCO2,-0.2,-6,88,5,17,0.9,-10,91,9,10
CCCCn1c(SCC(=O)NC(C)(C)C)nnc1-c1ccco1,-0.3,-11,96,0,11,0.9,2,91,6,10
C=CCSc1nnc(CNC(=O)c2ccc(Cl)cc2)n1CC,-0.3,-5,98,9,12,0.9,3,106,14,-8
Cn1c(O)c(C=Nc2ccc(N3CCOCC3)cc2)c(=O)n(C)c1=S,-0.1,-10,84,4,25,0.9,10,105,13,-8
COCCN(C(=O)CSc1nnc(Nc2ccc(C)cc2)s1)c1c(N)n(CC(C)C)c(=O)[nH]c1=O,-0.3,6,96,-1,10,0.9,-13,99,13,1
CCn1c(/C=C/c2ccccc2[N+](=O)[O-])nc2ccccc2c1=O,0.1,-13,95,-3,11,0.8,-2,109,19,-12
O=c1cc(N2CCCCCC2)[nH]c(=O)n1-c1ccccc1Cl,-0.3,-17,103,2,-2,1,2,114,4,-16
CCOC(=O)/C(=C/c1ccc(OC(=O)c2ccncc2)cc1)C(C)=O,-0.1,1,101,6,1,0.6,7,104,40,-6
CCC(Oc1ccc2c(c1)C(=O)CC(C)(C)O2)C(=O)NCCN1CCCCCC1 (configuration not stated),0.6,-12,105,25,1,1,14,96,2,4
O=C(CSc1ccc2c(c1)OCCO2)NCCc1ccc(Cl)cc1Cl,-0.4,20,104,-16,1,0.8,3,96,18,4
N#Cc1c2c(c(-c3ccco3)[nH]c1=O)CCCC2,-0.3,-14,98,6,4,0.8,-5,96,20,4
Cc1cc2c(cc1C)C(c1ccsc1)CC(=O)N2 (configuration not stated),-0.2,2,112,1,-7,1,0,94,4,5
O=C(O)c1ccc(CSCc2c(F)cccc2Cl)o1,-0.2,-18,97,2,5,1.1,0,113,-6,-14
Cn1c(=O)c2c(nc(N3CCN(c4ccccn4)CC3)n2Cc2ccccc2Cl)n(C)c1=O,0.0,-21,97,6,9,0.8,-11,103,19,-4
Cc1ccc2nc(NC(=O)c3ccc(-c4nc5ccccc5s4)s3)sc2c1,0.0,1,84,12,19,1,-9,104,4,-4
O=[N+]([O-])c1ccc(C2=Nc3cc(Cl)ccc3OC2)cc1,-0.5,-21,95,7,15,0.8,-9,122,22,-26
CCOC(=O)Cn1c(=N)n(Cc2ccccc2F)c2ccccc21,-0.2,1,100,16,3,0.9,-5,97,10,3
CC(=O)c1coc2ccc(OCC(=O)O)cc12,0.1,6,96,12,9,0.9,-3,96,15,4
Cc1cccc(NC(=O)CCN2C(=O)C3C4CCC(C4)C3C2=O)c1C (configuration not stated),-0.1,7,91,2,16,1,0,99,-3,1
CN(C)CCCN(C(=O)c1ccco1)c1nc2c(F)cccc2s1,-0.1,0,100,-2,4,1,9,96,5,4

# One compound at a time, as listed above.
# O=[N+]([O-])c1ccc(C2=Nc3cc(Cl)ccc3OC2)cc1 is listed as Hsp70 act: -0.5; APP 5UTR inh: -21; STAT3 act: 95; G6PDH CS: 7; STAT3 blocker: 15; Diaph act CS: 0.8; TLR4-MyD88 BLA: -9; STAT1 act: 122; Diaphorase inh: 22; STAT1 inh: -26
# N#Cc1c2c(c(-c3ccco3)[nH]c1=O)CCCC2 is listed as Hsp70 act: -0.3; APP 5UTR inh: -14; STAT3 act: 98; G6PDH CS: 6; STAT3 blocker: 4; Diaph act CS: 0.8; TLR4-MyD88 BLA: -5; STAT1 act: 96; Diaphorase inh: 20; STAT1 inh: 4
# CN(C)CCCN(C(=O)c1ccco1)c1nc2c(F)cccc2s1 is listed as Hsp70 act: -0.1; APP 5UTR inh: 0; STAT3 act: 100; G6PDH CS: -2; STAT3 blocker: 4; Diaph act CS: 1; TLR4-MyD88 BLA: 9; STAT1 act: 96; Diaphorase inh: 5; STAT1 inh: 4

# Next part
SMILES,Hsp70 act,APP 5UTR inh,STAT3 act,G6PDH CS,STAT3 blocker,Diaph act CS,TLR4-MyD88 BLA,STAT1 act,Diaphorase inh,STAT1 inh
O=C(Nc1ccc(F)cc1)N1CCC(c2nc3c(nnn3Cc3cccc(Cl)c3)c(=O)[nH]2)CC1,-0.3,-5,92,9,17,0.8,15,100,16,0
O=C(Cc1ccccc1)NNC1=NS(=O)(=O)c2ccccc21,0.3,8,101,11,3,1.1,2,102,-10,-4
COc1ccc2ccccc2c1C(O)c1nccn1C (configuration not stated),0.1,-5,122,7,-23,0.5,-6,95,45,5
Cc1ccc(N=Cc2ccc(N(C)C)cc2)cc1,-0.3,4,103,4,1,1,-4,100,0,0
CC(C)C[C@H](NC(=O)c1nc[nH]c1C(=O)N1CCN(C(=O)OC(C)(C)C)CC1)C(=O)OCc1ccccc1,0.0,1,·,10,·,0.6,-5,108,36,-7
Cc1c(NC(=O)CSc2ccccc2F)c(=O)n(-c2ccccc2)n1C,-0.1,-20,79,1,30,0.5,-10,89,50*,11
CC(=O)c1cc2c(cc1NS(=O)(=O)c1ccccc1C)OCO2,-0.4,6,101,11,4,0.7,-18,105,31,-7
Cc1c(/C=N\NC(=O)C2COc3ccc(C(C)(C)C)cc3O2)c2ccccc2n1C (configuration not stated),0.1,7,108,-24,-8,0.8,-5,91,17,10
COc1ccc(N2Cc3ccccc3C2=NC(=O)c2cccc([N+](=O)[O-])c2)cc1,-0.1,37,99,-21,7,0.8,0,122,17,-24
CNC(=S)NNC(=O)c1cccn(Cc2cccc(Cl)c2)c1=O,-0.2,-10,99,15,7,0.9,-12,96,8,5
O=[N+]([O-])c1ccc(C(=S)N2CCCC2)cc1,0.3,-5,99,-2,6,1,-8,98,-2,-1
Cc1ccc(-n2cnc3ncnc(-c4ccccc4)c32)cc1,-0.2,-9,95,7,11,1.2,4,98,-17,-1
Cn1cnnc1SCCOc1ccc(Cl)cc1,-0.2,-9,99,-1,5,1,10,117,0,-20
CCOC(=O)c1c(C(F)(F)C(F)(F)C(F)(F)C(F)(F)F)n[nH]c1C,-0.4,-6,115,7,-18,0.8,4,103,22,0
COc1ccc(CCNC(=O)Cn2nnc(-c3ccccc3F)n2)cc1OC,-0.3,45,99,7,7,1,10,104,-3,-4
O=C(COC(=O)Cc1c[nH]c2ccccc12)Nc1ccccc1,0.1,17,106,-2,-11,0.8,-4,93,18,9
O=C(/C=C/N1CCOCC1)c1cc2ccccc2o1,0.4,-27,109,15,-7,0.9,-2,127,6,-29
Cc1cc(C)n(-c2nc3ccccc3n3cnnc23)n1,-0.3,14,94,6,15,1,11,108,4,-9
CCn1c(SCC(=O)Nc2ccc3c(c2)OCCO3)nnc1-c1ccco1,0.1,20,96,0,7,0.8,-3,103,19,-4
CCOc1c2ccc(C(=O)NCCCCc3ccccc3)cc2nn1C,-0.4,-18,108,8,-2,1,-3,98,5,2
O=C(c1cc2cc(Br)ccc2oc1=O)N1CCN(c2ccccn2)CC1,-0.1,-8,102,-2,2,0.9,6,97,14,3
COc1ccccc1NC(=O)c1nn(-c2ccc(Cl)cc2)ccc1=O,0.0,0,88,-11,20,1,2,105,-2,-6
Cc1ccc(C)c(S(=O)(=O)C(C#N)c2nc3ccccc3nc2N2CCOCC2)c1 (configuration not stated),-0.1,-2,99,9,8,0.9,5,103,11,-3
O=C(CSc1nnnn1C1CCCCC1)Nc1ccc2c(c1)OCO2,-0.4,-10,98,5,9,0.8,1,93,19,7
CCOC(=O)c1cnc(SCCN2CCOCC2)nc1N,-0.1,-44,98,11,4,1,-3,109,3,-12
O=C(COC(=O)CCc1ccccc1)Nc1ncc(Cl)cc1Cl,-0.1,3,107,-11,-2,0.9,0,102,9,-3
CCc1nc(C)cn1S(=O)(=O)c1cc(C)c(OC)c(C)c1C,-0.3,-20,57,-2,54*,0.8,0,81,22,21
